High-throughput results as filed in PubChem.
CHT inh = inhibitors of human choline transporter CHT; High affinity choline transporter 1 (Homo sapiens), Q9GZV3; CHT-expressing cells, membrane potential dye, choline response; stronger effect = lower value; AID 488975, 2010; B-score at 10 µM; 310,000 compounds, 0.86% hits;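 active means B-score over 3 SD under the library average, and starting fluorescence ratio not unusually high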;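 further: choline stimulus applied at its EC90 after an EC20 pre-addition; B-score computed on integrated fluorescence ratio after choline addition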
Target sequence (Q9GZV3 whole entry, looked up): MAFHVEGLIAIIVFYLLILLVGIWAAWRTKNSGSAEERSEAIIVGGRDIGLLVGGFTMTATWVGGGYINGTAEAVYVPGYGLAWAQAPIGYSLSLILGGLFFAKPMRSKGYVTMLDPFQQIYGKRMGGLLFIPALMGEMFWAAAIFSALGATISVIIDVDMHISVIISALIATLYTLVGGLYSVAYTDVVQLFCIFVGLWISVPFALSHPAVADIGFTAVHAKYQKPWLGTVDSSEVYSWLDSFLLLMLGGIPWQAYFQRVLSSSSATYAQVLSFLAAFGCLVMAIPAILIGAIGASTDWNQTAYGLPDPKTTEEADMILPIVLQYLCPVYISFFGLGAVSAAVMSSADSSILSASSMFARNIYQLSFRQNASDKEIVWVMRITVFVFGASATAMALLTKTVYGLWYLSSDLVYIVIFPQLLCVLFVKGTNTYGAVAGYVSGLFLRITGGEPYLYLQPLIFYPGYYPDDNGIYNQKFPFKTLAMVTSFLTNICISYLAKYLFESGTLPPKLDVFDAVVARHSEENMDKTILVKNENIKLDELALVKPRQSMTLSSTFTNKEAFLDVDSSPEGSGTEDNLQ
KCNQ2 inh = KCNQ2 potassium channel inhibitors, primary screen, cell-based, CHO-K1, FluxOR thallium flux, B-score (AID 2156) | Potassium voltage-gated channel subfamily KQT member 2 (Rattus norvegicus), O88943 | 20 min; stronger effect = lower value | B-score at 10 µM | 310,000 compounds, 1.1% hits;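 active means fluorescence ratio B-score at most minus 3 library SDs, with starting brightness B-score within 2 library SDs, cut at about -5.5 in these data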
Kir21 block = inhibitors of mouse Kir2.1 inward-rectifier potassium channel. Inward rectifier potassium channel 2 (Mus musculus), P35561. HEK293-Kir2.1, FluxOR thallium flux fluorescence; stronger effect = lower value. B-score at 10 µM. 310,000 compounds, 0.85% hits. AID 1672, 2009;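 active means fluorescence ratio B-score at or below minus 3 SD of library scores, with starting-brightness B-score within 2 SD, cut at about -4.2 in these data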;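 further: channel flux triggered by added potassium and thallium sulfate stimulus; B-score of peak minus minimum fluorescence over baseline after thallium stimulus; more negative B-score means stronger Kir2.1 block with less thallium influx; some compounds called inactive have numbers as strong as hits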
Target sequence (P35561 whole entry, looked up): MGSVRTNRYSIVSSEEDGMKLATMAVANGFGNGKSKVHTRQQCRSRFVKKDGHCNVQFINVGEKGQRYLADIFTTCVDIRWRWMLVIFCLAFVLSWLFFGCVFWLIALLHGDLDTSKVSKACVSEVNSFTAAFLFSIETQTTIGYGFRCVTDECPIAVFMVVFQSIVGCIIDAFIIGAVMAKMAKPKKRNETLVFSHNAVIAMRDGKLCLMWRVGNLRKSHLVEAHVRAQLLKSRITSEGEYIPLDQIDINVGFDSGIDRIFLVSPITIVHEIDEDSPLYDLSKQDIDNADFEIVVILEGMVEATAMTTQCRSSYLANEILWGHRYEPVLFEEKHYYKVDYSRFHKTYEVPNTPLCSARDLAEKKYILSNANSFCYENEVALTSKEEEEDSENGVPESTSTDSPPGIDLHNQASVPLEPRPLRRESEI
Starred values were filed as active, the others as inactive; i = inactive; / = no result given.

| SMILES | CHT inh | KCNQ2 inh | Kir21 block |
| --- | --- | --- | --- |
| COC(=O)CCSCC(=O)Nc1ccc(S(=O)(=O)N2CCOCC2)cc1OC | i | i | -0.05 |
| CC(C)OC(=O)C1CC(C)(O)C(=O)C(C(=O)OC(C)C)C1c1ccc([N+](=O)[O-])cc1 (stereo not given) | i | i | 0.36 |
| COc1ccc(C)cc1S(=O)(=O)N1CCCC(C(=O)NCC2CCCO2)C1 (stereo not given) | i | i | 0.04 |
| COCCn1c(C)cc(C(=O)CSc2nc(C)nc3sc4c(c23)CCC4)c1C | i | i | -0.17 |
| O=C(NCCCN1CCOCC1)C(=O)NCC1OCCN1S(=O)(=O)c1ccc(F)cc1 (stereo not given) | i | i | 0.01 |
| CC(C)N1CCN(c2ccncc2S(=O)(=O)N2CCOCC2)CC1 | i | i | 1.5 |
| N#Cc1c(-c2ccccc2)cc(-c2ccccc2)[nH]c1=O | i | i | -0.39 |
| Cc1cccc(C(=O)O/N=C2\CCCc3ccccc32)c1 | i | i | 0 |
| O=C(NCc1ccco1)/C(=C\c1cccs1)NC(=O)c1ccsc1 | i | i | 0.19 |
| COc1cc2nc(C3CCC3)n(NC(=O)C3CCCC(OC)C3)c(=O)c2cc1OC (stereo not given) | i | i | 0.99 |
| O=C(NNC(=O)c1ccc[nH]1)Nc1cccc(C(F)(F)F)c1 | i | i | -1.5 |
| COc1ccc(CNC(=S)Nc2ccc3nc(N4CCN(C)CC4)cc(C)c3c2)cc1 | i | i | -0.13 |
| O=C(NCc1nc2ccccc2[nH]1)C1=C[C@@H](c2ccccc2)C[C@@H](OCCCCO)O1 | i | i | -0.25 |
| Cc1ccccc1NC(=O)c1ccc(-n2cncn2)nc1 | i | i | 1.8 |
| O=C(CCc1nnc(-c2ccccc2)o1)c1ccc(Cl)cc1 | i | i | -0.18 |
| c1ccc(Cn2c(Sc3nnnn3-c3ccccc3)nnc2-c2ccccc2)cc1 | i | i | 1.3 |
| O=C1/C(=C\c2ccsc2)N2CCC1CC2 | i | i | 0.31 |
| Cc1ccc2nc(SCn3nnc4ccccc4c3=O)[nH]c2c1 | i | i | 0.41 |
| O=C(Cn1nnc(-c2cccs2)n1)NCc1ccco1 | i | i | 0.72 |
| CCCCNC(C(=O)Nc1cccc(S(=O)(=O)N2CCOCC2)c1)c1ccccc1 (stereo not given) | i | i | -1.8 |
| CCN(CC1CCCO1)C(=O)c1cc(COc2ccc(OC)cc2Cl)on1 (stereo not given) | i | i | 0.02 |
| Cc1ccc(C(=O)Nc2ccc3c(c2)OCO3)cc1NC(=O)c1ccco1 | i | i | 1.3 |
| CC(=O)Nc1ccccc1OCC(=O)NCCc1ccc(Cl)cc1Cl | i | i | -1.9 |
| O=C(Cn1nc(Cl)nc1Cl)Nc1ccccc1 | i | i | 0.72 |
| CN1C(=O)/C(=C\c2cccc(OCc3ccccc3)c2)SC1=S | / | i | -0.09 |
| O=S(=O)(NCC(c1cccnc1)N1CCN(c2ccc(F)cc2)CC1)c1ccc(F)cc1 (stereo not given) | i | i | -1.7 |
| Cc1cc(C)cc(C(=O)NC(CC(N)=O)c2ccc(NCCN3CCCC3)c([N+](=O)[O-])c2)c1 (stereo not given) | i | i | 1.8 |
| O=C(CCS(=O)(=O)c1ccc(Cl)cc1)NCCC1=CCCCC1 | i | i | 0 |
| Cc1cccc(NC(=O)COc2ccccc2C)n1 | i | i | 1.2 |
| CCCn1c(=O)c(C(=O)Nc2ccccc2C(=O)OC)c(O)c2ccccc21 | i | i | 0.49 |
| O=C(O)CCN1C(=O)c2ccc(Oc3ccc4c(c3)C(=O)N(CCC(=O)O)C4=O)cc2C1=O | i | i | -0.4 |
| CCN1C(=O)/C(=C\c2ccc(F)cc2)N=C1SCC(=O)NCc1ccco1 | i | i | -2.9 |
| COc1ccc(CC(=O)N2CC3(C)CC2CC(C)(C)C3)cc1OC (stereo not given) | i | i | 1.3 |
| O=C(NC1CCCCC1)C(c1ccncc1)N(Cc1ccc(F)cc1)C(=O)c1ccccn1 (stereo not given) | i | i | 0.79 |
| COC1=CC(=Cc2c(N)n3nc(CC(=O)N4CCOCC4)sc3nc2=O)C=C(OC)C1=O | i | i | -12 |
| Cc1nc2c(C(=O)N3CCOCC3)cnn2c(C)c1Cc1cccc(Cl)c1 | i | i | -1.4 |
| COc1ccc(CCNc2oc(COc3ccc(Br)cc3)nc2C#N)cc1OC | i | i | -0.11 |
| Cc1ccc(N2CC(C(=O)Nc3ccc4c(c3)OCCO4)CC2=O)cc1 (stereo not given) | i | i | 0.19 |
| CC(C)(C)OC(=O)N1CC(O)CC1C(=O)OCC(=O)c1ccccc1 (stereo not given) | i | i | 0.62 |
| CCOC(=O)CSc1nc2sc(C)c(C)c2c(=O)n1N | i | i | -0.32 |
| O=C(Nc1ccc(Cl)cc1)N1CCc2[nH]c3ccccc3c2C1 | i | i | -0.39 |
| CN(C)S(=O)(=O)c1cccc(COC(=O)c2ccc(Cl)cc2O)c1 | i | i | 1.4 |
| c1ccc(CN(Cc2cccs2)C(c2cccs2)c2nnnn2C2CCCC2)cc1 (stereo not given) | i | -8.2* | 1.2 |
| COc1ccc2ccccc2c1/C=N\NC(=O)c1ccc(C)s1 | i | i | -0.92 |
| O=C(C1CCC(=O)N1Cc1ccccc1Cl)N1CCN(c2ccc(F)cc2)CC1 (stereo not given) | i | i | -0.14 |
| O=C(Nc1cccc(Cl)c1)c1cnc[nH]1 | i | i | 1.1 |
| COc1cccc(NC(=O)C2CCCN2S(=O)(=O)c2ccc3c(c2)C(C)(C)C(=O)N3C)c1 (stereo not given) | i | i | -0.63 |
| CC(=O)Nc1nccc(-c2cc(-c3ccccc3)no2)n1 | i | i | -0.21 |
| Cc1ccc(CNC(=O)C(=O)NCC(c2ccco2)N2CCOCC2)cc1 (stereo not given) | i | i | 0.41 |
| C/C(=N\Nc1ccc(Cl)c(C(=O)O)c1)c1cccc2ccccc12 | i | i | -0.79 |
| O=C(NNC(=O)c1sccc1-n1cccc1)c1ccc(F)cc1 | i | i | -0.07 |
| COc1cc2c(cc1NC(=S)NC(=O)c1c(OC)cccc1OC)oc1ccccc12 | i | i | 1.1 |
| C[n+]1ccccc1N1CCN(c2ccccc2Cl)CC1 | i | i | 0.3 |
| CC(C)COC(=O)N1C[C@H](O)C[C@H]1C(=O)Nc1ccc(Cl)cc1 | i | i | 0.42 |
| O=C(C1=C(O)/C(=C/c2ccc(O)cc2)CCC1)C(F)(F)F | i | i | -1.3 |
| Cc1ccc(C)c(NS(=O)(=O)c2cc(C(=O)Nc3cccc(N(C)S(C)(=O)=O)c3)ccc2C)c1 | i | i | -1.8 |
| CCCCC/C(=N\NC(=O)CCC(=O)NCc1ccccc1)c1ccccc1 | i | i | 0.91 |
| CCC(=O)n1nc(-c2ccccc2)nc1N | i | i | -0.05 |
| c1ccc(Nc2nc(N3CCCC3)nc(N3CCCC3)n2)cc1 | i | i | -0.58 |
| Cc1ccc(C(=O)CCC(=O)OCC(=O)N(CC(C)C)c2c(N)n(Cc3ccccc3)c(=O)[nH]c2=O)cc1 | i | i | -0.08 |

(more compounds)
| SMILES | CHT inh | KCNQ2 inh | Kir21 block |
| --- | --- | --- | --- |
| O=C(O)CCCNC(=O)/C(=C\c1ccc(Cl)cc1)NC(=O)c1ccc(Br)cc1 | i | i | 0.67 |
| CN(C)S(=O)(=O)n1cc(/C=C(\NC(=O)c2ccccc2)C(=O)N2CCOCC2)c2ccccc21 | i | i | -1 |
| COc1ccc(C(=O)/C=C(\N)C(F)(F)F)c(O)c1 | i | i | 0.01 |
| Cc1c(-n2c(SCC(=O)C(C)(C)C)nc3ccccc3c2=O)c(=O)n(-c2ccccc2)n1C | i | i | 0.95 |
| CCCc1cc(=O)[nH]c(SCC(=O)N2CCC(C(=O)OCC)CC2)n1 | i | i | -0.77 |
| O=C(c1ccccc1)N1N=C(C(F)(F)F)CC1(O)c1ccccc1 (stereo not given) | i | i | -0.02 |
| O=C(CN1CCN(S(=O)(=O)c2ccc(F)cc2)CC1)NC1CC1 | i | i | 0.41 |
| Cc1cc(C)c2nc(NC(=O)[C@@H](NC(=O)c3cccc(S(=O)(=O)N4CCOCC4)c3)C(C)C)sc2c1 | i | i | 0.28 |
| COc1cc(C2c3[nH]c4ccccc4c3C[C@H]3C(=O)N(C4CC4)CC(=O)N23)ccc1OC(C)C (stereo not given in full) | i | i | 2.1 |
| CCN1CCN(CC(=O)N2CCCC(C(=O)c3ccc(Oc4ccccc4)cc3)C2)CC1 (stereo not given) | i | i | -0.67 |
| CCCC1=NN2C(=N)/C(=C\c3cc(C)n(-c4cccc(C)c4)c3C)C(=O)N=C2S1 | i | i | 1.4 |
| COC(=O)C1C(=O)/C(=C(/C)N2CCCC2)C(=O)CC1(C)C (stereo not given) | i | i | 0.65 |
| O=C(Cn1c(SCC(=O)N2CCc3ccccc32)nc2ccccc21)NC1CCCC1 | i | i | 0.74 |
| CCOc1ccc(NC(=O)C2C3CCC4C(CCC32)C4(Cl)Cl)cc1 (stereo not given) | i | i | -0.03 |
| C/C(=N\NC(=O)c1ccccc1O)c1ccc(NC(=O)c2ccccc2)cc1 | i | i | -0.34 |
| CCn1c(C)nc2cc(C(N)=O)ccc21 | i | i | 0.06 |
| CC(C)c1ccc(OCC(O)Cn2cnc3ccccc32)cc1 (stereo not given) | i | i | -1.5 |
| CC(C)NC(=O)c1onc(CSc2cccc(Cl)c2)c1C(=O)O | i | i | -0.71 |
| CN1CCc2c(sc3c2C(=O)NC(c2ccc(-c4ccc(Cl)cc4)o2)N3)C1 (stereo not given) | i | i | -0.72 |
| COc1ccc(Nc2nc3ccccc3n3nnnc23)cc1 | i | i | -1.8 |

Part of the list above in order of molar mass, smallest number first.
| SMILES | CHT inh | KCNQ2 inh | Kir21 block |
| --- | --- | --- | --- |
| C[n+]1ccccc1N1CCN(c2ccccc2Cl)CC1 | i | i | 0.3 |
| O=C(C1=C(O)/C(=C/c2ccc(O)cc2)CCC1)C(F)(F)F | i | i | -1.3 |
| CCOC(=O)CSc1nc2sc(C)c(C)c2c(=O)n1N | i | i | -0.32 |

(next part)
| SMILES | CHT inh | KCNQ2 inh | Kir21 block |
| --- | --- | --- | --- |
| CCOc1ccc(C)cc1S(=O)(=O)n1nc(C)cc1C | i | i | 2 |
| O=C(CSc1nnc(-c2ccco2)n1Cc1ccccc1)NC(=O)NCc1ccccc1 | i | i | 0.41 |
| O=C(c1ccc(Cl)s1)N1CCCC1 | i | i | 0.53 |
| O=C1C2C(c3ccccc3)=NN(c3ccccc3)C2C(=O)N1c1ccccc1 (stereo not given) | i | i | 0.24 |
| O=c1c(Cl)c(NS(=O)(=O)c2ccccc2)cnn1-c1ccccc1 | i | i | 0.29 |
| O=C(Nc1ccc(Cl)c(Cl)c1)C1CC(=O)N(c2ccc(Br)cc2)C1 (stereo not given) | i | i | -0.27 |
| C=CCN(C(=O)CC(NC(C)=O)c1ccccc1)c1nc(-c2ccc(S(C)(=O)=O)cc2)cs1 (stereo not given) | i | i | -0.64 |
| COCCn1c(C)cc(C(=O)COC(=O)c2c(C)nn(Cc3ccccc3)c2C)c1C | i | i | -1.1 |
| O=C1CC(c2ccccc2)n2nc(NC(=O)c3cccs3)nc2N1 (stereo not given) | i | i | -1.5 |
| COc1ccccc1C(=O)NNC(=O)c1ccc(NC(=O)C(C)C)cc1 | / | i | -2.3 |
| CCOc1cc(/C=N/NC(=O)C(=O)NCc2cccnc2)ccc1O | i | i | 0.25 |
| CC(C)(C)OC(=O)NNC(=S)NC1CCCCC1 | i | i | 0.67 |
| O=C1/C(=C\c2cccnc2)SC(=S)N1C1CCS(=O)(=O)C1 (stereo not given) | i | i | 1.3 |
| C=CCn1c(SCc2cccc(F)c2)nc2cc(C(=O)N3CCC(C(N)=O)CC3)ccc2c1=O | i | i | -0.09 |
| O=C(NNc1ncnc2sccc12)c1ccc(Cl)cc1 | i | i | 0.21 |
| CN(C)Cc1cc(C(C)(C)C)cc(C(C)(C)C)c1O | i | i | -1.8 |
| Cc1c(CC(=O)O)c(=O)oc2cc3oc4c(c3cc12)CCCC4 | i | i | -0.86 |
| NC(=O)C1=C[C@H](c2ccc(C(F)(F)F)cc2)C[C@H](OCc2ccc(CO)cc2)O1 | i | i | -4.8* |
| COc1ccc(NC(=O)CCC(=O)Nc2nnc(C(F)(F)F)s2)c(OC)c1 | i | i | 2.6 |
| Cc1occc1-c1n[nH]c(=S)n1CC(C)C | i | i | 0.58 |
| COc1ccc(CC(=O)O/N=C(\N)c2ccc(Br)cc2)cc1OC | i | i | 0.47 |
| C=CCn1c(SCC(=O)/C(C#N)=C(\C)N)nc2sc(C)c(C)c2c1=O | i | -7.8* | -0.75 |
| COc1ccc(CNS(=O)(=O)c2cn(C)c(=O)n(C)c2=O)cc1 | i | i | -1.2 |
| COc1ccc(/C(N)=N/OC(=O)CCCc2ccccc2)cc1 | i | i | -0.06 |
| CN(C(=O)COc1ccccc1C(=O)NCCc1ccccc1)c1ccccc1 | i | i | -2.8 |
| CN(C)C(=O)COc1ccc2c3c(c(=O)oc2c1)CCCC3 | i | i | -0.2 |
| CCn1cc([N+](=O)[O-])c(C(=O)Nc2ccc(Cn3nc(C)cc3C)cc2)n1 | i | i | 0.77 |

Compound profiles, from the list above.
`O=C(NCc1ccco1)/C(=C\c1cccs1)NC(=O)c1ccsc1` across the screens: CHT inh = i; KCNQ2 inh = i; Kir21 block = 0.19
`CC(C)c1ccc(OCC(O)Cn2cnc3ccccc32)cc1` (stereo not given) across the screens: CHT inh = i; KCNQ2 inh = i; Kir21 block = -1.5

No enrichment for hits, and some 2.6% of all compounds hit somewhere here.
